Compound activity: PubChem BioAssay, several laboratories
FXIIa inh: blocks human coagulation factor XIIa protease activity; purified FXIIa, Boc-QGR-AMC fluorogenic substrate, 2 h; hit rate 0.3% among 220,000; inhibition, % at 5 µM; P00748; in the data active = inhibition above about 40%;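 also: 0% = enzyme with no compound and 100% = blank without enzyme; many of its hits are not listed in these tables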
14-3-3 Bad PPI: disrupts binding of bovine 14-3-3 zeta to phospho-Bad peptide | P63103 | TR-FRET 14-3-3zeta/Dy647-pBad peptide displacement, 1 h | inhibition, % at 21.7 µM | hit rate 0.71% among 220,000 | AID 781;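 active = inhibition above about 70%, limit read from the data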;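 also: 0% = full 14-3-3 plus peptide FRET controls and 100% = background without 14-3-3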
Wee1 stabilizer: human Wee1 degradation inhibition, primary screen. HeLa Luc-Wee1K328M stability, luciferase luminescence; 100% = proteasome inhibitor MG132 effect. hit rate 1.2% among 220,000. reporter increase, % at 5 µM. AID 1321;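 active = activation above the mean of all tested compounds plus 3 SD, set per screening run, cut at about 8.8% in these data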;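 also: cells exposed to compound for 20 h before luminescence read; 0% = DMSO alone and 100% = MG132 at 30 µM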
hK5 inh: kallikrein 5 (human) inhibition. Q9Y337. recombinant hK5, fluorogenic AMC substrate cleavage. inhibition, % at 5 µM. hit rate 0.59% among 210,000;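 active = inhibition of 40% or more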;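 also: 0% = enzyme controls without compound and 100% = no-enzyme blanks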
Target sequence (Q9Y337 67-293 limits assumed): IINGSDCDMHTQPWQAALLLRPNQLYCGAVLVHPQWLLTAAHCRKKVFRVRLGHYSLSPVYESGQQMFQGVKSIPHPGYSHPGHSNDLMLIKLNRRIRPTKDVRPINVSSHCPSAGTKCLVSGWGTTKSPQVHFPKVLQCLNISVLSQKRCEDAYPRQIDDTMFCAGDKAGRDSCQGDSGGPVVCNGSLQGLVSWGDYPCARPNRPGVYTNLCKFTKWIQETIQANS
eIF4E-4G inh: blocks eIF4E binding to eIF4G. P63073+Q04637. TR-FRET eIF4E-eIF4GI(517-606) binding, 2 h. inhibition, % at 21.7 µM. hit rate 0.37% among 220,000. AID 782;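 active = inhibition above about 30%, limit read from the data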;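 also: 0% = full FRET control wells and 100% = background wells lacking eIF4GI fragment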
p97 inhibitor: inhibitors of human p97 ATPase; P55072; recombinant p97 ATPase, Kinase-Glo ATP luminescence, 3 h; inhibition, % at 8 µM; hit rate 0.42% among 220,000; in the data active = inhibition above about 15%;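 also: 0% = DMSO vehicle and 100% = wells lacking enzyme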
Rad51 HR inh: Rad51 (human) homologous recombination inhibition; Q06609; hRad51 DNA strand exchange, fluorescence dequenching; inhibition, % at 10 µM; hit rate 0.085% among 200,000; AID 1385;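 active = inhibition above 40% at the single screening dose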;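 also: 0% = DMSO control wells and 100% = blanks with heterologous ssDNA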
Target sequence (Q06609 whole entry, looked up): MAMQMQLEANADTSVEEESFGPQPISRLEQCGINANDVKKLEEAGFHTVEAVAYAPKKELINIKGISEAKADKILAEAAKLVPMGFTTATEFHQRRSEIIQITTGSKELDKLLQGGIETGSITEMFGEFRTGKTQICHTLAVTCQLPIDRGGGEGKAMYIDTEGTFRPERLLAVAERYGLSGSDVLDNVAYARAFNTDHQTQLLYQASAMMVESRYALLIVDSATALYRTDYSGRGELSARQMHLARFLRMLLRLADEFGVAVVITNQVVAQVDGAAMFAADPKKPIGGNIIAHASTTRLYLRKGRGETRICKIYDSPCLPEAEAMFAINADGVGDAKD
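System: human Rad51 nucleoprotein filaments preassembled on unlabelled ssDNA. Reagent: labelled 47-mer dsDNA for strand exchange. Schedule: 30-min compound preincubation and 15-min exchange, both room temperature. Measured by: FRET fluorescence dequenching, excitation 485 nm, emission 520 nm. Read-out: Fluorescence-based percent inhibition, control- and blank-normalised. Benchmarks: plate controls and plate blanks.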
FXIa inh 1536: blocks human coagulation factor XIa protease activity. purified FXIa, Boc-Glu-Ala-Arg-AMC fluorogenic substrate. inhibition, % at 5 µM. hit rate 0.14% among 220,000. AID 798;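 active = inhibition of at least 40%; inactive = inhibition below 40%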;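 also: fluorescence of freed AMC excited at 355 nm; 0% = enzyme without compound and 100% = no enzyme blank; many of its hits are not listed in these tables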
Mdm2 ligase inh: blocks human Mdm2 ubiquitin ligase activity; signal enhancement, % at 5 µM; hit rate 0.11% among 210,000; AID 1230; cell-based MDM2 ubiquitination luciferase reporter, 2 h; 0 = plate control, 100 = twice control, blank-subtracted;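 active = signal enhancement of 30% or more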;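 also: luminescence tracks abundance of the self-degrading MDM2-luciferase fusion protein; higher signal means inhibition of MDM2 E3 ligase activity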
Target sequence (Q00987 whole entry, looked up, the tested form may be a part): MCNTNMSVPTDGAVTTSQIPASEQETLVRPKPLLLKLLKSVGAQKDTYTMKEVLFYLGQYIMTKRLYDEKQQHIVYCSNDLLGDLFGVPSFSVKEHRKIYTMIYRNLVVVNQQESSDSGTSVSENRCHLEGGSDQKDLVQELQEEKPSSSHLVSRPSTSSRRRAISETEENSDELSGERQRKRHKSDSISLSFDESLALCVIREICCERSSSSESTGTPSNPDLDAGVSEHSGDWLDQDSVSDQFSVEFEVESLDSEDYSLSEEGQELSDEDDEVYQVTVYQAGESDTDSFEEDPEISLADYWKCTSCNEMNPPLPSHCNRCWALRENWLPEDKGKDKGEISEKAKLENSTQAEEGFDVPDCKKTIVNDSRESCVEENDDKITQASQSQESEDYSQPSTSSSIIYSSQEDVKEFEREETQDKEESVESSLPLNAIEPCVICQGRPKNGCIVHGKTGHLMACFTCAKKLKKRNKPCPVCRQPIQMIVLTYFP
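Assay system: stable mammalian line carrying autodegrading MDM2–luciferase fusion reporter; amount: 2000 cells seeded into each well; buffer or medium: DMEM; benchmarks: plate control and blank wells; signal: luciferase luminescence; timing: 2 h compound exposure at 37 °C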
* = called active by the depositor; x = not tested or not shown; & = joins results of further samples; [ ] = another dose, or the depositor's remark.

SMILES	FXIIa inh	14-3-3 Bad PPI	Wee1 stabilizer	hK5 inh	eIF4E-4G inh	p97 inhibitor	Rad51 HR inh	FXIa inh 1536	Mdm2 ligase inh
CC(C)Cn1c(N)c(C(=O)CCl)c(=O)n(C)c1=O	13	1	-3	-6	-3	6	-2	5	x
CSc1nnc(C)c(=O)n1COC(=O)COc1ccc(F)cc1	2	-2	-3	-1	-4	1	4	4	-9
O=C(c1ccccc1)N1CCCC(c2ccc(Cl)cc2)=N1	17	5	-1	2	4	0	5	6	-4
Cc1nnsc1C(=O)Nc1ccccc1Cl	15	4	6	-5	3	4	0	6	-11
c1ccc(-c2csc(-n3cnnn3)n2)cc1	10	-6	1	8	-5	2	0	-2	-1
O=C(O)COc1ccc2oc3ccccc3c2c1	9	10	-1	-1	2	-4	-4	4	-16
CCOC(=O)CSc1nc(C)c2cccc(C)c2n1	-1	-2	-1	0	-3	-2	8	-13	-12
CCOC(=O)C1=C(CN2CCSCC2)NC(=O)NC1c1ccc2c(c1)OCO2 (stereo not drawn)	3	-11	2	2	0	2	4	-7	2
Cc1ccc(OCCN2CCN(C)CC2)c([N+](=O)[O-])c1	12	-12[fluorescence artefact?]	0	-21	0[fluorescence artefact?]	5	-3	3	-10
CCOc1ccccc1Nc1ccc(C(=O)O)cc1NC(C)=O	19	-14	0	-9	-2	3	7	4	-12
Cc1cc(/C=C2\SC(=O)NC2=O)c(C)n1-c1ccc(N2CCOCC2)cc1	8	-6	-3	1	2	4	11	7	-13
Cc1ccc(N(C(=O)c2ccc(CN3CCOCC3)o2)C(C(=O)NCCC(C)C)c2cccs2)c(C)c1 (stereo not drawn)	13	-19[fluorescence artefact?]	2	-19	3	3	2	6	1
CCCC(=O)c1ccc(O)cc1O	4	-6	-2	-1	-3	7	-5	-1	x
O=C(Nc1ccc(N2CCOCC2)c(Cl)c1)c1ccco1	-2	4	2	-1	7	0	x	-8	-31
O=C(CSCC(=O)Nc1cccc2ccccc12)Nc1cccc2ccccc12	7	1	0	-1	-1	6	-4	-1	x
CC(=O)N1CC2(C)CN(C(C)=O)CC(C)(C1)C2	20	-7	7	-6	3	4	-4	3	11
Cc1onc(-c2ccccc2)c1C(=O)N1CCCN2C(=O)c3ccccc3C21 (stereo not drawn)	8	-13	-1	2	-1	9	14	5	-14
Cc1nn(-c2ccccc2)c(C)c1NC(=O)Cc1cccs1	14	5	-2	-14	3[fluorescence artefact?]	-2	-2	8	x
CC(=O)Nc1ccc(S(=O)(=O)N2CCN(c3cc(C)ccc3C)CC2)cc1	0	0	3	4	7	6	5	-6	-4
CC(=O)Nc1ccc(S(=O)(=O)n2cnc3cc(C)c(C)cc32)cc1	12	-4	-2	92*	8	5	x	-1	-11
CC(C)NCC(O)COC1CCC(C(C)(C)C)CC1 (stereo not drawn)	-1	5	-3	-15	0	-3	0	-7	-42
O=C(NCc1ccc2c(c1)OCO2)c1c(O)c2cccc3c2n(c1=O)CCC3	17	1	-2	-16	8	-3	-2	6	-12
CCCCCCCCCCOC(=O)NC1CCS(=O)(=O)C1 (stereo not drawn)	-3	-5	1	-14	2	-1	20	-7	-9
CCOc1ccc(NC(=O)CC2C(=O)N(CC)C(=S)N2CCN2CCOCC2)cc1 (stereo not drawn)	-5	-8	-2	0	-1	2	-1	-2	-7
CCc1c(C)nc2cc(-c3ccc(OC)c(OC)c3)nn2c1N1CCCC1	18	1	1	-6	2	-4	3	3	5
(cont.)
SMILES	FXIIa inh	14-3-3 Bad PPI	Wee1 stabilizer	hK5 inh	eIF4E-4G inh	p97 inhibitor	Rad51 HR inh	FXIa inh 1536	Mdm2 ligase inh
O=C(CCn1c(=O)c2ccccc2n(Cc2cc(=O)n3ccccc3n2)c1=O)NCc1ccco1	2	2	-1	-12	-6	-5	x	-6	-5
CCCN(Cc1ccccc1)C(=S)Nc1ccc(OCC)cc1	5	-8	-5	-1	1	2	-1	4	-7
O=C(c1ccccc1)N1CCCC(C(=O)N2CCN(c3ccccc3)CC2)C1 (stereo not drawn)	6	-5	2	-1	-2	2	x	-1	7
O=c1cc(CSc2nnnn2-c2ccccc2)nc2sccn12	3	1	3	-4	3	7	5	3	-8
COc1ccc(C2C(C#N)=C(N)OC3=C2C(=O)CC(C)(C)C3)c([N+](=O)[O-])c1OC (stereo not drawn)	11	-9	-2	-3	-4	1	-10	5	1
COc1ccc(C(=O)Nc2ccc3oc(Cc4ccc(Cl)cc4)nc3c2)cc1OC	12	0	0	-21	53*	-8	4	6	-11
N#Cc1nc(COc2ccc(-c3ccccc3)cc2)oc1NCCCN1CCOCC1	9	10	2	-5	5	-10	5	3	-19
CCCCn1nnc(NC(=O)C(c2ccccc2)c2ccccc2)n1	13	0	-1	-1	2	-1	-2	0	-21
O=C(COC(=O)Cc1ccc(F)cc1)Nc1cc(S(=O)(=O)N2CCOCC2)ccc1N1CCCC1	3	-2[fluorescence artefact?]	1	6	2[fluorescence artefact?]	-1	-3	-1	-21
c1ccc(-n2ncc3c(NCCCN4CCOCC4)ncnc32)cc1	19	-1	0	-6	5[fluorescence artefact?]	4	0	1	-5
O=C(NC1CCN(Cc2ccccc2)CC1)c1c(F)cccc1F	0	-5[fluorescence artefact?]	-3	-5	10	-1	7	-7	-14
CN1CCC2(CC1)C1CN(C)CC=C1C(C#N)=C(N)C2(C#N)C#N (stereo not drawn)	13&10	-10&-17	5&2	-13&4	1&6	4&0	-111	3&1	-2&-8
CCCC[C@@H]1CN=C(N)N1CCc1cc(C(F)(F)F)cc(C(F)(F)F)c1	2	-4	x	-1	6	x	3	-1	-12
O=C(NCc1ccc(S(=O)(=O)Nc2ccccc2Cl)s1)c1ccccc1	3	-1	-1	4	1	9	9	-14	-20
CCCCNc1cc(C)nc(N2CCOCC2)n1	30	19	-2	-1	-5	4	5	9	-10
C[C@H](NC(=O)NCc1cccs1)C(=O)O	15	0[fluorescence artefact?]	-1	-3	1	7	x	4	-5
CCOC(=O)c1cnn(-c2ccccc2)c1NC(=O)c1cccs1	6	0	-2	-13	-3	-7	-12	2	-1
COC(=O)c1c(N2C(=O)CCC2=O)sc2c1CCCC2	9	15	-3	-1	1	2	7	1	-5
CC/C(C)=N/NC(=S)NCc1ccco1	21	-5	3	-12	14[fluorescence artefact?]	3	9	9	-6
Fc1ccc(CNCc2ccc(Br)cc2)cc1	11	-2	0	-12	18	9	11	7	6
C#CCOCCOCCOCCNc1nc(N2CCN(C(=O)[C@H]([C@@H](C)CC)n3cc(CCCN=C(N)N)nn3)CC2)nc(N2CCN(C(=O)[C@H](CCCCN)n3cc(CCC(=O)O)nn3)CC2)n1	22	35[fluorescence artefact?]	-4	-7	2[fluorescence artefact?]	3	0	9	x
O=C(O)c1ccc(NC(CSCc2ccc(F)cc2)C(=O)O)c([N+](=O)[O-])c1 (stereo not drawn)	9	11	-1	-19	-2	5	3	3	2
CCOC(=O)CNC(=O)c1sc2nc(C)cc(C)c2c1N	16	-15[fluorescence artefact?]	2	-14	5	-4	-6	4	-3
N#CCc1c(C#N)c(N)nc(N2CCN(S(=O)(=O)c3ccccc3)CC2)c1C#N	8	-11	-2	-24	-3	5	-2	5	-16
C/C(O)=C(\C#N)c1nc2ccccc2[nH]1	x	22	-2	0	2	-1	-3	-1	-14
Later entries:
SMILES	FXIIa inh	14-3-3 Bad PPI	Wee1 stabilizer	hK5 inh	eIF4E-4G inh	p97 inhibitor	Rad51 HR inh	FXIa inh 1536	Mdm2 ligase inh
O=C(CSc1nnc2c3ccccc3c3ccccc3c2n1)Nc1ccccc1F	-7	6	-2	1	-2	1	x	-10	-20
COc1ccc(N(C)S(=O)(=O)c2cccc(C(=O)NCc3ccc4c(c3)OCO4)c2)cc1	11	-24	8	-20	-1	4	7	-7	-14
COC(=O)C1=C(C)N(Cc2ccco2)C(=O)N[C@H]1c1cccc(C(F)(F)F)c1	17	0	-2	-10	6	-1	-4	9	x
Cc1ccc2nc(C)c(C(=O)N/N=C/c3cccs3)cc2c1	9	-2	0	-17	18	2	1	0	-1
O=C(CCn1c(=S)oc2ccccc21)NC1CCCCCCC1	4	-4	0	-1	3	4	24	-2	-7
Cc1nn(-c2ccccc2)nc1CNC(=O)C1CCC1	6	-3	-1	-4	2	-2	6	-1	-2
COCCN1Cc2cccc(C(=O)Nc3cc(C)cc(C)c3)c2C1=O	19	10	-1	-2	-2	1	-1	11	-4
O=C(CSc1c2c(nc3ccccc13)CCC2)N1CCCC1	6	-2	-3	-11	-1	2	17	2	-6
N#Cc1ccc(-c2cccnc2)nc1SCC(N)=O	7	1	2	-2	2	-3	18	1	-8
Cc1cccc(C(=O)N/N=C/C(C)Cc2ccc3c(c2)OCO3)c1 (stereo not drawn)	12	1	-3	-16	0	-1	4	5	-5
Cc1nc(CS(=O)(=O)c2ccccn2)sc1C(=O)NNC(=O)c1c(F)cccc1Cl	3	0	-3	4	-7	9	21	2	3
CCOC(=O)C1=C(CC)OC(N)=C(C#N)C1c1ccc(F)cc1F (stereo not drawn)	3	2	0	x	2	5	x	1	x

Entries listed above that bear a hit mark in hK5 inh.
smiles | FXIIa inh | 14-3-3 Bad PPI | Wee1 stabilizer | hK5 inh | eIF4E-4G inh | p97 inhibitor | FXIa inh 1536
CC(=O)Nc1ccc(S(=O)(=O)n2cnc3cc(C)c(C)cc32)cc1 | 12 | -4 | -2 | 92* | 8 | 5 | -1

In a second layout: results already given.
> O=C(CCn1c(=S)oc2ccccc21)NC1CCCCCCC1
  FXIIa inh = 4
  14-3-3 Bad PPI = -4
  Wee1 stabilizer = 0
  hK5 inh = -1
  eIF4E-4G inh = 3
  p97 inhibitor = 4
  Rad51 HR inh = 24
  FXIa inh 1536 = -2
  Mdm2 ligase inh = -7
> Cc1nn(-c2ccccc2)nc1CNC(=O)C1CCC1
  FXIIa inh = 6
  14-3-3 Bad PPI = -3
  Wee1 stabilizer = -1
  hK5 inh = -4
  eIF4E-4G inh = 2
  p97 inhibitor = -2
  Rad51 HR inh = 6
  FXIa inh 1536 = -1
  Mdm2 ligase inh = -2
> COCCN1Cc2cccc(C(=O)Nc3cc(C)cc(C)c3)c2C1=O
  FXIIa inh = 19
  14-3-3 Bad PPI = 10
  Wee1 stabilizer = -1
  hK5 inh = -2
  eIF4E-4G inh = -2
  p97 inhibitor = 1
  Rad51 HR inh = -1
  FXIa inh 1536 = 11
  Mdm2 ligase inh = -4
> O=C(CSc1c2c(nc3ccccc13)CCC2)N1CCCC1
  FXIIa inh = 6
  14-3-3 Bad PPI = -2
  Wee1 stabilizer = -3
  hK5 inh = -11
  eIF4E-4G inh = -1
  p97 inhibitor = 2
  Rad51 HR inh = 17
  FXIa inh 1536 = 2
  Mdm2 ligase inh = -6

A different layout for 3 compounds above.
Values run as follows: FXIIa inh, 14-3-3 Bad PPI, Wee1 stabilizer, hK5 inh, eIF4E-4G inh, p97 inhibitor, Rad51 HR inh, FXIa inh 1536, Mdm2 ligase inh
> N#Cc1nc(COc2ccc(-c3ccccc3)cc2)oc1NCCCN1CCOCC1
  9, 10, 2, -5, 5, -10, 5, 3, -19
> O=C(CSCC(=O)Nc1cccc2ccccc12)Nc1cccc2ccccc12
  7, 1, 0, -1, -1, 6, -4, -1, x
> Cc1nn(-c2ccccc2)nc1CNC(=O)C1CCC1
  6, -3, -1, -4, 2, -2, 6, -1, -2
